Bioassay records deposited in PubChem by National Center for Advancing Translational Sciences (NCATS).
DRD3 agonist = qHTS of D3 Dopamine Receptor Agonist: qHTS; AID 652048, 2013; 410,000 compounds, 0.58% hits; max activation, %; D3R DiscoveRx beta-arrestin cells, luminescence, 90 min; D(3) dopamine receptor (Homo sapiens), P35462; in the data active = max activation above about 30%; also: 0% is about no effect; mostly tested at two doses, the higher about 12 µM
Target sequence (P35462 whole entry, looked up): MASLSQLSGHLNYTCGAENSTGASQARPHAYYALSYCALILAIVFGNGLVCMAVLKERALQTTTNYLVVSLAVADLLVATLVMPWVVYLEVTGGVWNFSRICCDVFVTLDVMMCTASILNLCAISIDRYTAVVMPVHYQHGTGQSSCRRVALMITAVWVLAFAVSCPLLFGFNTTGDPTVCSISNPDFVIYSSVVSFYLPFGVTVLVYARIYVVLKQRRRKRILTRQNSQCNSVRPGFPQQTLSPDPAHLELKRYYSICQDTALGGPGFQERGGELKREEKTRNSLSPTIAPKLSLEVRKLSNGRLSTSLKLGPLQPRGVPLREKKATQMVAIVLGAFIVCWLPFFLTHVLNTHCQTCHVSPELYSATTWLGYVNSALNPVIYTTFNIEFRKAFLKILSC
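Cells at 1500/well, incubated overnight, then treated with pinned compounds (dopamine as control) for 90 min at 37 degrees C. DiscoveRx reagent added for 30 - 60 minutes at room temperature; luminescence read.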
IL-1B inflam inh = qHTS for Inhibitors of Inflammasome Signaling: IL-1-beta AlphaLISA Primary Screen; AID 743279, 2014; THP-1 LPS/ATP IL-1B secretion, AlphaLISA, 16 h; hits give low values; activity change, % at 57.5 µM; 360,000 compounds, 4.7% hits; in the data active = activity change below about -50%; inconclusive = mostly about -30% to -49%; also: % is scaled to controls: 0 for no effect and ±100 for the full control effect
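THP-1 cells pretreated 1 hr with compounds (up to 57.5 uM final), then stimulated with LPS (250 ng/mL final) plus ATP (1.25 mM final); secreted IL-1B measured by AlphaLISA after 16 hr, decreased signal indicating inhibition.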
KB-V1 cytotox = qHTS assay for MDR1-selective chemotherapeutics: Primary screen using the drug-selected MDR subline cells KB-V1 | Potency, µM (titrated, usually from 46.1 µM), for inactives: at the highest dose activity change, negative = cytotoxicity, hits mostly cytotoxic | 400,000 compounds, 3.4% hits | KB-V1 MDR cells viability, CellTiter-Glo, 72 h; also: potency is read from the fitted curve at half-maximal effect; % is scaled to controls: 0 for no effect and ±100 for the full control effect; nearly all actives have a fitted effect of over 60% in size
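Cytotoxicity toward P-gp-expressing KB-V1 cells was determined as loss of CellTiter-Glo luminescence after 72 h at 37 degrees C. Compounds were tested in quantitative HTS format across a concentration range, with curves fitted to normalized data.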
MCF10A rereplic = A quantitative high throughput screen for small molecules that induce DNA re-replication in MCF 10a normal breast cells; MCF 10A DNA re-replication, Hoechst nuclear intensity, 48 h; Potency, µM (series often up to 46.1 µM), for the others: at the highest dose activity, positive = re-replication, most hits filed as activators; 350,000 compounds, 2.9% hits; AID 624296, 2012; also: potency is read from the fitted curve at half-maximal effect; % of control where 0% means no effect; nearly all actives have a fitted effect of over 50% in size
KB-3-1 cytotox = qHTS assay for MDR1-selective chemotherapeutics: Primary screen using the parental adenocarcinoma cell KB-3-1; Potency, µM (titrated, usually from 46.1 µM), without a hit: at the top dose activity change, negative = cytotoxic, usual class: cytotoxic; AID 1347075, 2019; KB-3-1 viability, CellTiter-Glo ATP luminescence, 72 h; 400,000 compounds, 1.4% hits; also: potency is read from the fitted curve at half-maximal effect; % is scaled to controls: 0 for no effect and ±100 for the full control effect; nearly all actives have a fitted effect of over 60% in size
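Using CellTiter-Glo luminescence, growth of non-resistant KB-3-1 adenocarcinoma cells is assessed 72 h after pin-tool compound addition at 37 °C. Normalized responses across the concentration series yield fitted curves.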
SW480 rereplic = A quantitative high throughput screen for small molecules that induce DNA re-replication in SW480 colon adenocarcinoma cells; SW480 DNA re-replication, Hoechst DNA content imaging, 48 h; Potency, µM (doses to about 46.1 µM), for the others: at the top dose re-replication activation, actives largely listed as activators; 340,000 compounds, 1.8% hits; also: potency is read from the fitted curve at half-maximal effect; % of control where 0% means no effect; nearly all actives have a fitted effect of over 55% in size
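Treated cells incubate 48 hr (37 C, 5% CO2), are stained 40 min with Hoechst, and nuclear fluorescence is enumerated; a rise in nuclei with high DNA signal marks re-replication.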
HT1080-NT tox = qHTS for induction of synthetic lethality in tumor cells producing 2HG: qHTS for the HT-1080-NT fibrosarcoma cell line; 360,000 compounds, 1.6% hits; HT-1080-NT fibrosarcoma viability, CellTiter-Glo ATP luminescence, 48 h; Potency, µM (doses to about 46.1 µM), without a hit: at the highest dose activity, negative = less viability, usual class: cytotoxic;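 also: NT is the 2HG producing partner of a matched IDH1 knockdown line; potency is read from the fitted curve at half-maximal effect; 0% = DMSO-treated cells and -100% = media-only wells without cells; nearly all actives have a fitted effect of over 55% in size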
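A 48-hour cytotoxicity screen used HT-1080-NT cells plated 2 hours before compound delivery. ATP-based CellTiter-Glo luminescence measured viability, normalized to DMSO and no-cell controls.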
HT1080 IDH1KD tx = qHTS for induction of synthetic lethality in tumor cells producing 2HG: qHTS for the HT-1080-IDH1KD cell line; HT-1080 IDH1 knockdown viability, ATP luminescence, 48 h; Potency, µM (doses to about 46.1 µM), without a hit: at the highest dose activity, negative = toxicity, usual class: cytotoxic; 360,000 compounds, 2% hits; AID 686971, 2013;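 also: potency is read from the fitted curve at half-maximal effect; 0% = DMSO wells and -100% = cell-free medium wells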
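Cytotoxicity counter-line: IDH1KD HT-1080, 48 h, CellTiter-Glo. Curves classed by r2, magnitude and activity.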
GLP1R cytotox = qHTS of GLP-1 Receptor Inverse Agonists: Cytotox Screen | HEK293 cAMP-luciferase reporter cells, luminescence, 24 h | Potency, µM (highest dose often 38.3 µM), for inactives: at the top dose activity change, negative = inhibition, hits mostly inhibitors | 410,000 compounds, 0.13% hits | AID 624418, 2012;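 also: loss of luciferase light is scored as toxicity; potency is read from the fitted curve at half-maximal effect; % is scaled to controls: 0 for no effect and ±100 for the full control effect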
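Seeding density was 200 cells/uL; after overnight-length (12 h) culture, 23 nL compounds went on for 24 h at 37 °C. Readout used a luciferase detection reagent, luminescence taken after 12 min at room temperature.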
An asterisk follows results filed as active; ? = inconclusive; · = no result given; & = joins results of further samples; [ ] = another dose, or the depositor's remark. Unless noted, calls follow the shape of the dose curve; as a rule, active = well fitted curve in the direction sought with a large enough effect; inconclusive = small, poorly fitted or top-dose-only effect, or another doubt; inactive = no such curve, though single readings can be large; an effect the other way counts as inactive or inconclusive.

Under each structure: DRD3 agonist, IL-1B inflam inh, KB-V1 cytotox, MCF10A rereplic, KB-3-1 cytotox, SW480 rereplic, HT1080-NT tox, HT1080 IDH1KD tx, GLP1R cytotox
1. CSc1nc2c(sc3ccccc32)c(=O)n1Cc1ccc(C)cc1
    -6, ·, ?, ·, 1%, ·, ·, ·, 5%
2. C[C@H](CO)N1C[C@H](C)[C@@H](CN(C)C(=O)NC2CCCCC2)Oc2c(NS(=O)(=O)c3cn(C)cn3)cccc2C1=O
    2, 34, 22%, -5%, 1%, 0%, 13%, 8%, 7%
3. Cc1noc(C)c1C(=O)OCC(=O)/C=C1\N(C)c2ccccc2C1(C)C
    3, 0, ?, 0%, -22%, -23%, 14%, 7%, 5%
4. CC1=C(C(=O)N(C(C)C)C(C)C)CC(CC(=O)NCc2ccco2)C(=O)N1CCC1=CCCCC1 (stereo not given)
    4, -18, 0%, ·, 0%, ·, 16%, -9%, -1%
5. CN(Cc1ccccc1)C(=O)CSc1cc(=O)n(C)c2ccccc12
    -7, -18, ?, 3%, 6%, -1%, 3%, -4%, -8%
6. O=C(c1cc2c(=O)oc3ccccc3c2s1)N1CCOCC1
    -2, 0, 15%, -1%, 8%, -7%, 14%, 13%, -1%
7. CC(C)N1CCCC(C)(C(=O)Nc2nc3ccccc3[nH]2)C1 (stereo not given)
    4, 27, 6%, ·, 0%, ·, ?, -1%, 9%
8. CCCCn1nnnc1NCc1ccc(N2CCCC2)cc1
    -1, 0, -6%, -1%, -3%, 0%, 2%, -3%, 38%[activator]
9. COc1ccc(C(=O)NCc2cccnc2)cc1OC
    0, -12, -19%, 1%, -19%, -6%, 6%, 13%, 4%
10. CC(=O)c1cccc(NC(=O)COC(=O)Cc2ccc(Cl)cc2)c1
    12, 19, ?, 3%, 14%, -3%, 5%, 2%, 10%
11. COc1cc(OC)c(C(=O)OC(C)C(=O)Nc2cc(C(F)(F)F)ccc2Cl)cc1OC (stereo not given)
    8, -7, ?, ?, 1%, -1%, -17%, ?, 18%
12. COc1ccc(N(C(=O)COc2c(C)cccc2C)S(=O)(=O)c2ccc(Cl)cc2)cc1
    -22, ·, 0%, ·, -2%, ·, ·, ·, 0%
13. O=C(COc1ccc(S(=O)(=O)NCc2ccccc2)cc1Cl)NCc1ccncc1
    -4, 2, -16%, ?, -13%, -10%, 1%, 0%, 5%
14. COc1ccc(OC(=O)COc2cccc(C)c2)cc1
    -6, 35, 13%, -3%, -3%, -2%, -28%, -27%, -6%
15. CCOc1ccc(CN2CCCN(C)CC2)cc1
    -22, 15, -18%, -3%, 8%, -12%, 0%, 3%, ?
16. COc1ccccc1CNC(=O)CSc1nc2nc(C)cc(C)n2n1
    7, 0, 4%, -10%, -8%, 4%, -2%, 0%, 4%
17. COc1ccc(-c2onc(C)c2-c2ccc3c(c2)OCCO3)c(O)c1
    18, 49, ?, ?, -23%, 15µM*, ?, ?, -18%
18. Cc1ccc(CN2CC(C(=O)N3CCN(S(=O)(=O)c4cccc(F)c4)CC3)CC2=O)cc1 (stereo not given)
    4, -4, ?, 4%, -2%, -4%, -5%, -4%, -8%
19. COc1ccccc1NC(=O)c1sc2ncn(Cc3cccc(C)c3)c(=O)c2c1C
    4, 0, -13%, ?, 0%, -2%, 9%, 8%, 13%
20. COC(=O)c1[nH]c2ccccc2c1NC(=O)CN1CC(C)OC(C)C1 (stereo not given)
    8, 0, 5%, 4%, -1%, 1%, 13%, 15%, -7%
21. CCSc1nnc(-c2ccc(Cl)cc2Cl)o1
    9, 7, 7%, 7%, -27%, -7%, 8%, 11%, 5%
22. O=C(c1ccsc1)N1CCCC(N2CCN(c3cccc(Cl)c3)CC2)C1 (stereo not given)
    -10, ?, 27%, 0%, 4%, -8%, 6%, -11%, -9%
23. CC1CCCN(C(=S)NCc2ccccc2)C1 (stereo not given)
    0, 20, -23%, 6%, 0%, 3%, 2%, 1%, 5%
24. COc1ccc(OC)c(CNC(=O)CCN2C(=O)COc3ccccc32)c1
    -18, 18, ?, 1%, ?, 2%, -2%, 3%, -12%
25. Cc1ccc(O)c(-c2n[nH]c3c2C(c2ccc(F)cc2)N(Cc2ccco2)C3=O)c1 (stereo not given)
    8, ·, -11%, ·, ?, ·, ·, ·, -16%
26. Cn1cccc1Cc1nnc(SCC(=O)Nc2ccc(F)cc2)n1CCc1ccccc1
    1, -9, -5%, -2%, -7%, -4%, -15%, -8%, -1%
27. CCOC(=O)c1ccc(NC(=O)CSc2nc3ncccc3[nH]2)cc1
    -10, -13, ?, 14%, 10%, -2%, -6%, -14%, -4%
28. O=C(COC(=O)/C=C/c1ccccc1)NC1CCS(=O)(=O)C1 (stereo not given)
    1, -6, ?, 1%, 5%, -16%, 2%, -2%, 4%
29. Cc1ccc(S(=O)(=O)c2c(C)nn(-c3ccccc3)c2OC(=O)c2ccco2)cc1
    3, 10, 18%, ?, 7%, ?, 7%, 13%, 3%
30. Cc1cc(=O)n2[nH]cc(C(=O)O)c2n1
    18, -16, 4%, -13%, 3%, 4%, 0%, -4%, 7%
31. CCCS(=O)(=O)N1CCC(CCOc2ccccc2)(C(=O)OCC)CC1
    -4, 31, ?, 1%, -17%, 1%, 0%, -8%, 3%
32. O=C1c2ccccc2C(=O)N1CC1CO1 (stereo not given)
    63*, -8, -1%, -1%, -6%, -13%, 1%, -3%, -7%
33. Cc1cnc(NC(=O)c2ccco2)s1
    -4, -6, -21%, ?, -16%, -4%, -4%, 1%, 3%
34. CCc1cccc(NC(=O)C2CCCN2S(=O)(=O)c2ccc3c(c2)n(C)c(=O)c(=O)n3C)c1 (stereo not given)
    -4&-8, 6, 0%&1%, 1%, 20%&14%, -15%, -3%, 2%, -18%&-1%
35. N#Cc1ccccc1OCC(=O)Nc1ccc2c(c1)OCO2
    2, ?, -1%, ·, -1%, ·, 16%, 24%, 6%
36. O=C(Nc1nc2ccccc2[nH]1)c1ccc(Br)o1
    7, 15, ?, ?, 2%, 26%, ?, ?, ?
37. COc1ccc(-n2cc(-c3ccc4c(c3)OCO4)n(CC(=O)Nc3cccc(C)c3C)c2=O)c(OC)c1
    -13, ·, ?, ·, -15%, ·, ·, ·, 18%
38. CCOP(=O)(c1ccccc1)C1(C#N)CCCC1 (stereo not given)
    -6, 19, -18%, 0%, 2%, 1%, 2%, -3%, -9%
39. COc1cccc(-n2nnc3c(=O)n(C/C=C/c4ccccc4)cnc32)c1
    -2, 5, -3%, 6%, -14%, -14%, -7%, 0%, 1%
40. CN(C)CCCOc1ccc(C(C)(C)c2ccccc2)cc1
    -8, ?, 0%, ?, ?, -3%, -5%, -3%, ?
41. Cc1cccc(OCC(=O)Nc2nccs2)c1C
    -9, 49, -19%, 1%, -2%, 0%, -1%, -17%, -2%
42. CN(C)c1ccc(C(CNC(=O)Cc2cccc3ccccc23)N(C)C)cc1 (stereo not given)
    -9, -27, -2%, 1%, -3%, -4%, -12%, -8%, -2%
43. COc1ccc(Cn2nnnc2C(c2ccccn2)N2CCN(c3cc(Cl)ccc3C)CC2)cc1 (stereo not given)
    -19, ?, 13µM*, 2%, ?, ?, -21%, -19%, 0%
44. O=C(Nc1ccccc1OC(F)F)c1ccc(-n2cncn2)c([N+](=O)[O-])c1
    2, -6, -3%, 0%, -3%, -4%, 7%, 14%, 17%
45. CCSc1nc(-c2ccccc2)nc(C(Cl)Cl)n1
    -31, -24, 33%, 12µM*, 5.2µM*, 23%, ?, ?, -9%
46. COc1ccc(CNC(=O)C2CCN(S(=O)(=O)N3CCC(C)CC3)CC2)c(OC)c1
    -2&4, -4, ?, ·, 0%, ·, 5%, -2%, 5%&-12%
47. CCOc1ccc(NC(=O)CN2C(=O)NC3(CCCC3)C2=O)cc1S(=O)(=O)N1CCCCC1
    -1, -12, 0%, -9%, -2%, -1%, 1%, 8%, 1%
48. CCN(Cc1nc2ccccc2n1C)c1ccccc1
    5, 1, -9%, 13%, -1%, -2%, 1%, -7%, -3%
49. Cc1ccc(CNC(=O)C2CCC(=O)N(CC3CCCCC3)C2)o1 (stereo not given)
    -12, -1, ·, -19%, ·, -15%, 0%, -13%, -2%
50. O=C(c1cc2c(c(-c3cccc(-c4ccc(F)cc4)c3)n1)[C@H](CCO)N(C(=O)c1ccc3c(c1)OCO3)C2)N1CCOCC1
    -12, ?, ?, ·, -14%, ·, 21µM*, ?, 4%

A portion from the list above, for reference:
Under each structure: DRD3 agonist, IL-1B inflam inh, KB-V1 cytotox, MCF10A rereplic, KB-3-1 cytotox, SW480 rereplic, HT1080-NT tox, HT1080 IDH1KD tx, GLP1R cytotox
41. Cc1cccc(OCC(=O)Nc2nccs2)c1C
    -9, 49, -19%, 1%, -2%, 0%, -1%, -17%, -2%
42. CN(C)c1ccc(C(CNC(=O)Cc2cccc3ccccc23)N(C)C)cc1 (stereo not given)
    -9, -27, -2%, 1%, -3%, -4%, -12%, -8%, -2%
43. COc1ccc(Cn2nnnc2C(c2ccccn2)N2CCN(c3cc(Cl)ccc3C)CC2)cc1 (stereo not given)
    -19, ?, 13µM*, 2%, ?, ?, -21%, -19%, 0%
